Source: PubChem
PLCg1 inh – inhibitors of human phospholipase C gamma1; inhibition, % at 12.2 µM; 370,000 tested, 0.84% active; P19174; purified PLC-gamma1, fluorogenic substrate, fluorescence; in the data active means inhibition above about 9.5%
PLC-beta3 inh – PLC-beta3 (human) inhibition, primary screen | Q01970 | Purified PLC-beta3, fluorogenic substrate, fluorescence | inhibition, % at 12.2 µM | 370,000 tested, 0.18% active; in the data active means inhibition above about 11%;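 further: 0% = median of compound wells on plate and 100% = full blocker control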
Tn6 DDE FP – disrupts Tn6 cyclic peptide binding to fibrin D-Dimer-E complex; Fibrin DD(E) TRITC-Tn6 fluorescence polarization displacement; inhibition, % at 8.3 µM; 370,000 tested, 0.21% active; AID 720509;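 active means inhibition above a per-campaign cutoff: mean of compounds within control limits plus 3 SD, cut at about 15% in these data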;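 further: 0% = median of all compound wells on the plate and 100% = blocking peptide control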
DDE Tn7 FP inh – DD(E)-Tn7 binding inhibition, primary FP screen; P02675; FP displacement of FITC-Tn7 peptide from fibrin DD(E); 0% = median of compound wells per plate; inhibition, % at 8.3 µM; 370,000 tested, 0.13% active; AID 720508;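 active means inhibition above the mean of compounds falling within the control limits plus 3 SD of them, cut at about 14% in these data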;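 further: 0% = plate median of compound wells and 100% = 10 µM Aha-Tn7 peptide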
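assay system = human clot-derived fibrin DD(E) complex | quantity = Fibrin-DD(E) at 2 µM final | timing = 10 min preincubation, 3 h with tracer, room temperature | signal = fluorescence polarization | measure = percent inhibition | benchmarks = high control wells with 10 µM unlabelled Aha-Tn7 peptide (full inhibition) | replicates = singlicate testing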
KLK7 zymogen act – proKLK7 (human) activation, primary screen. P49862. purified proKLK7, EDANS-DABCYL substrate fluorescence; 100% is mature enzyme control, 0% vehicle. activation, % at 7 µM. 370,000 tested, 0.9% active. AID 652039;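 active means activation above the mean of all tested compounds plus 3 SD, computed per campaign excluding outliers beyond control limits, cut at about 13% in these data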
Target sequence (P49862 whole entry, looked up): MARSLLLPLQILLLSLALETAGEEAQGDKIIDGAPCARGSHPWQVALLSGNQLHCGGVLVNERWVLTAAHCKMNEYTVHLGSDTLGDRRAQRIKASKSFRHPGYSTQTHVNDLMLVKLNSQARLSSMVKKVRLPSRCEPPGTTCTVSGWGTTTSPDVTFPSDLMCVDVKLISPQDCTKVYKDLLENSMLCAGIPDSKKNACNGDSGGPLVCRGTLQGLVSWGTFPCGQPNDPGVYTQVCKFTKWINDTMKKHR
ADAM17 inh – inhibitors of human ADAM17; recombinant ADAM17, EDANS/DABCYL FRET peptide cleavage; 370,000 tested, 0.83% active; inhibition, % at 6.95 µM; P78536; AID 720648;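 active means inhibition above the mean of compounds lying between control limits plus 3 SD, set per campaign, cut at about 8.5% in these data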;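 further: 0% = DMSO-only wells as the low control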
ARFGAP1 inhibitor – inhibits rat ARF GTPase activating protein 1. AID 651572. 360,000 tested, 0.26% active. Arfgap1-stimulated ARF1 GTP hydrolysis, GDP FP detection. Q62848. inhibition, % at 16.5 µM;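 active means inhibition above a per-plate limit, mean inhibition of low control wells plus 3 SD, cut at about 25% in these data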;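 further: 0% = DMSO wells with enzyme and 100% = wells lacking Arfgap1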
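Replicates: Single well per compound | Assay system: Truncated rat Arfgap1 GAP domain | Control set: No-Arfgap1 wells (100%) versus DMSO full-reaction wells (0%) | Times: Enzyme reaction 120 min at 25 °C after 20 min preincubation | Reagent: Human ARF1(Δ1-17)-GTP substrate | Measured by: Tracer-displacement fluorescence polarization with EDTA stop, 620/688 nm | Measure: Percent inhibition of Arfgap1-stimulated GTP hydrolysis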
UHRF1 binding – human UHRF1 methylated DNA binding inhibitors; UHRF1 binding to methylated oligo, TR-FRET; inhibition, % at 4.4 µM; Q96T88; AID 687016; 370,000 tested, 0.75% active; in the data active means inhibition above about 21%;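 further: UHRF1 SRA domain binding a hemimethylated CpG hairpin DNA probe; 0% = median of test compound wells and 100% = reference inhibitor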
Target sequence (Q96T88 whole entry, looked up, the tested form may be a part): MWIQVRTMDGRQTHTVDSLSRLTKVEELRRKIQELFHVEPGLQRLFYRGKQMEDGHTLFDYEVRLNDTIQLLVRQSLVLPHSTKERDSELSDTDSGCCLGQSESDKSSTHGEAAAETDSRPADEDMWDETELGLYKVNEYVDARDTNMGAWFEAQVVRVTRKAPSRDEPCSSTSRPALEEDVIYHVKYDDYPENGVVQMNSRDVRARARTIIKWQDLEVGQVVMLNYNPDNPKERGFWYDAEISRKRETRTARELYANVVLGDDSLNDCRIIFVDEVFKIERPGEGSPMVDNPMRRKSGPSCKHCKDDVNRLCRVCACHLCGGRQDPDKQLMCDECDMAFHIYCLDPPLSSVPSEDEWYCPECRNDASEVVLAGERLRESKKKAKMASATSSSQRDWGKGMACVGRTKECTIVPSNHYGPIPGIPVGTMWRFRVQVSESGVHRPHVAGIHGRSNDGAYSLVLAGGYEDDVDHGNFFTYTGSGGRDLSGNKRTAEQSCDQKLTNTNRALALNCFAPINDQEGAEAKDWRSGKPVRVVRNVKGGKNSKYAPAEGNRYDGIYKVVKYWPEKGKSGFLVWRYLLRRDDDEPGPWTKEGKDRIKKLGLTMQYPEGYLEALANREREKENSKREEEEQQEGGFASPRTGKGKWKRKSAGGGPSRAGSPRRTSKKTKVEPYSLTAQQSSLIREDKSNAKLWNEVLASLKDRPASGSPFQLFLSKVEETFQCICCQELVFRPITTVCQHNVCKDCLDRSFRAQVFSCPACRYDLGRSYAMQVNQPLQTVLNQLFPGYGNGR
MBD2 DNA inh – blocks human MBD2 binding to methylated DNA | Q9UBB5 | TR-FRET, MBD2 binding to methylated oligonucleotide | inhibition, % at 4.4 µM | 370,000 tested, 0.31% active | AID 686964; in the data active means inhibition above about 13%
ASAP1 inh – ASAP1 ArfGAP inhibition | ASAP1-stimulated ARF1 GTP hydrolysis, GDP FP detection | inhibition, % at 16.5 µM | 360,000 tested, 0.19% active | AID 624377; in the data active means inhibition above about 25%;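 further: 0% = vehicle with enzyme and substrate and 100% = no enzyme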
* = called active by the depositor; . = no result given.

SMILES	PLCg1 inh	PLC-beta3 inh	Tn6 DDE FP	DDE Tn7 FP inh	KLK7 zymogen act	ADAM17 inh	ARFGAP1 inhibitor	UHRF1 binding	MBD2 DNA inh	ASAP1 inh
O=C(OCc1ccccc1)C1CCCN1C(=O)c1cccs1 (stereo unspecified)	4	0	3	0	1.1	1	7	-1	1	-2
COc1ccc(OC)c(/C=C/C(=O)OCC(=O)N2CCN(S(=O)(=O)c3ccc(C)cc3C)CC2)c1	-148	-177	1	-2	-3.8	-7	0	0	1	10
CCO[C@@H]1OC(C(=O)N2CCOCC2)=C[C@H](C(C)(C)C)[C@H]1CCCO	2	2	3	-3	-1.6	-6	1	-2	1	-7
CCOc1ccc(CN2CCCC(N3CCN(c4ccc(OC)cc4)CC3)C2)cc1 (stereo unspecified)	0	-3	6	-3	0.6	1	4	0	1	-10
O=C(CO/N=C/c1ccccc1OC(F)F)NCc1cccs1	0	-2	5	2	0.5	-1	-4	4	2	9
COc1ccc(N2C(=O)N3[C@@H]4c5ccccc5OC[C@@H]4[C@@H](c4ccccc4)[C@@]3(C)C2=O)cc1	-2	-5	0	9	0.3	2	-4	1	3	-11
O=C(OCc1cn(Cc2cccc(Cl)c2)nn1)N1CCCC1	-1	0	3	-1	-0.2	-3	.	4	0	.
Cc1cc(C)n(-c2ccc(C(=O)Nc3cccnc3Cl)cc2)n1	5	-1	2	4	0.1	4	0	-1	-3	7
CCc1sc(C(=O)NCCc2ccc(S(N)(=O)=O)cc2)cc1Br	-2	2	1	1	-0.2	0	-2	21*	5	-3
COc1ccc(-c2ccnc3nc(-n4cccc4)nn23)cc1	-95	-125	-1	-2	-1.6	-97	-3	-1	-3	0
COc1ccc(NS(=O)(=O)c2cc(NC(=O)c3cnccn3)ccc2N2CCCC2)cc1	-2	1	-6	4	0.2	1	-2	-2	0	1
CCOC(=O)c1cc2c(c(-c3cccc(-c4cc5ccccc5o4)c3)n1)[C@@H](CCO)N(S(=O)C(C)(C)C)C2 (stereo partly specified)	-14	-15	7	7	0.0	-2	5	-2	4	7
COCCNC(=O)CN1C(=O)NC2(CCCc3ccccc32)C1=O (stereo unspecified)	1	-3	4	-1	0.5	0	1	-1	-4	6
Cc1nc(-c2coc3cc(C)c(N=O)c(O)c3/c2=N\N)cs1	1	0	3	-2	-0.5	-3	10	1	0	5
CCCC1=C(C(=O)OCC)C(c2ccccc2OC)NC(=O)N1 (stereo unspecified)	-1	0	1	3	0.4	-6	0	-1	-4	0
CCCN(CC1CC1)c1nc(C)nc2c1nnn2Cc1ccccc1	3	5	0	-4	0.1	2	.	-1	5	.
C=CCS(=O)(=O)N1CCCC(N2CCN(c3ccccc3OC)CC2)C1 (stereo unspecified)	3	-4	2	-3	0.5	0	0	1	-1	-3
Cc1ccc(NC(=O)CCNC(=O)Cn2ccc3ccccc3c2=O)cc1F	-1	-6	6	-2	0.0	0	-15	2	1	-3
CC(C)=CCN1CCN(Cc2cc(C(C)C)n[nH]2)CC1CCO (stereo unspecified)	2	-3	-3	5	0.1	1	7	0	1	-5
CC(C)NC(=O)CCN1C(=O)c2ccccc2Sc2ncccc21	-1	-3	-1	1	-0.2	-1	13	1	-4	-1
Cc1ccc(OCC(=O)NN=C2C3CC4CC(C3)CC2C4)cc1	0	-7	3	-2	0.4	-4	6	2	4	-17
Cc1cc(C)cc(N(CC(=O)NC(C)C)C(=O)CCC(=O)Nc2ccccn2)c1	3	-4	-3	0	-0.1	-2	1	2	3	-5
O=C(O)c1cc2c(ccc3ccccc32)o1	3	-3	0	-5	-0.5	-17	19	-1	-3	-3
O=C(CN1CCN(c2ccc(F)cc2)CC1)Nc1ccc(F)c(F)c1	-1	0	1	4	-0.7	-4	5	18	4	18
O=C1c2ccccc2C(=O)C1c1ccncc1	-7	-3	-4	-2	0.0	-1	8	-5	-10	4
O=C(O)c1ccc(Oc2ccc(C(F)(F)F)cn2)cc1	1	1	-1	-2	-0.6	-1	2	3	7	2
CCN1C(=O)[C@H]2[C@@H](c3ccc(C)cc3)N3C(=O)N(c4ccc(C)cc4)C(=O)[C@@]3(C)[C@H]2C1=O	2	2	6	-5	0.9	-5	-3	-2	-3	-12
N#C/C(C(=O)NCCc1ccccc1)=C1/N=C(NC(=O)c2cccs2)c2ccccc21	-1	-3	5	6	-0.4	-4	-12	0	0	-2
Cc1cccc2sc(NC(=O)CSc3nnnn3C)nc12	-1	-5	4	0	0.0	-3	11	-1	2	0
COC(=O)c1cc(CNC(=O)c2ccc(O)c(Cl)c2)ccc1OC	3	1	-3	8	-0.1	-3	3	0	4	-12
CCOC(=O)C/C(N)=N/N(C)c1ncc(C(F)(F)F)cc1Cl	-2	-3	3	1	-0.4	-2	2	-2	1	-7
C/C(N)=C(/C#N)C(=O)COC(=O)CCC1CCCC1	2	1	-11	3	0.7	-1	10	0	2	-10
COc1cc(/C=N/NC(=O)CCn2nnc3ccccc32)ccc1O	-6	-5	2	-1	-1.3	-8	-8	1	1	-1
COc1ccc(C(=O)Nc2cc3c4c(c2)CC(=O)N4CCC3)cc1	-2	-11	2	3	-0.1	2	1	-2	0	-3
Cc1ccccc1-n1c(C)cc(/C=N/Nc2ccc([N+](=O)[O-])cn2)c1C	-14	-21	-4	3	0.3	-2	-5	-4	3	0
Cc1cccc(NC(=O)[C@@H](CC(C)C)NC(=O)[C@@H]2Cc3ccccc3CN2)c1	1	-6	3	-2	0.0	-3	-2	10	4	9
CCOc1ccc(Nc2nc(Cc3nnc(SCC(=O)NC4CCCCC4)n3C)cs2)cc1	0	-5	-2	8	0.2	-1	2	-5	4	1
Cc1ccccc1-n1nc2c(c1NC(=O)c1cc3ccccc3o1)CS(=O)(=O)C2	-5	-4	0	1	-0.3	-4	-1	1	-2	12
O=C(CS(=O)(=O)c1cn(Cc2cccc(F)c2)c2ccccc12)N1CCOCC1	-1	4	2	-10	0.2	-2	6	1	2	2
CC(NC(=O)Nc1ccc(F)cc1F)c1ccncc1 (stereo unspecified)	0	-1	1	0	0.6	-2	7	-1	-1	-1
Cc1ccc(S(=O)(=O)N2CCC[C@H]2C(=O)OCc2cc(=O)oc3cc(C)ccc23)cc1	3	-2	0	-8	-0.5	-9	3	1	4	1
Cc1ccc(C(=O)Nc2ccccc2N2CCN(C(=O)C(C)C)CC2)cc1C	1	0	-7	6	1.3	1	3	0	-1	15
COc1cc(C(C)=O)ccc1OC(C)C(=O)Nc1ccc(S(=O)(=O)N2CCCC2)cc1 (stereo unspecified)	-16	-10	3	-1	-0.6	0	1	-1	0	-11
O=S1(=O)CC2c3ccccc3CCN2CN1Cc1ccccc1 (stereo unspecified)	1	4	-5	-7	0.3	-1	.	0	-4	.
COc1ccccc1NS(=O)(=O)c1ccc(C)c(NS(=O)(=O)c2cc(NC(C)=O)ccc2OC)c1	3	-1	5	-6	0.0	-1	5	0	-2	-5
CSc1nc2nc3c(cc2c(=O)[nH]1)C(O)Oc1ccc(C)cc1-3 (stereo unspecified)	-315	-378	3	4	12	-127	-2	4	-2	-6
CCN(CC)CCCNC(=O)c1cc2c(-c3cccc(OC)c3)nn(C)c2s1	-136	-207	2	-11	11	-114	17	9	-1	15
CCCCn1c(N)c(N(CCOC)C(=O)CSc2nnc(-c3ccc(F)cc3)n2N)c(=O)[nH]c1=O	-1	-3	2	-2	-0.5	-2	-2	2	-2	-1

By substructure: those above containing a Cl atom
SMILES	PLCg1 inh	PLC-beta3 inh	Tn6 DDE FP	DDE Tn7 FP inh	KLK7 zymogen act	ADAM17 inh	ARFGAP1 inhibitor	UHRF1 binding	MBD2 DNA inh	ASAP1 inh
O=C(OCc1cn(Cc2cccc(Cl)c2)nn1)N1CCCC1	-1	0	3	-1	-0.2	-3	.	4	0	.
Cc1cc(C)n(-c2ccc(C(=O)Nc3cccnc3Cl)cc2)n1	5	-1	2	4	0.1	4	0	-1	-3	7
COC(=O)c1cc(CNC(=O)c2ccc(O)c(Cl)c2)ccc1OC	3	1	-3	8	-0.1	-3	3	0	4	-12
CCOC(=O)C/C(N)=N/N(C)c1ncc(C(F)(F)F)cc1Cl	-2	-3	3	1	-0.4	-2	2	-2	1	-7

Continuation:
SMILES	PLCg1 inh	PLC-beta3 inh	Tn6 DDE FP	DDE Tn7 FP inh	KLK7 zymogen act	ADAM17 inh	ARFGAP1 inhibitor	UHRF1 binding	MBD2 DNA inh	ASAP1 inh
CC1(C)N=C(N)NC(Nc2ccc(Cl)cc2)=N1	2	-7	2	8	-0.2	-3	-6	1	2	-17
CC1(C)CC(=O)/C(=C(\O)CCCN2C(=O)c3ccccc3C2=O)C(=NCC(=O)O)C1	6	3	-1	-2	-0.2	-1	-9	9	2	7
CCCCN(C(=O)CCC(=O)Nc1cc(C)on1)C(C(=O)NC1CCCC1)c1ccccc1OCC (stereo unspecified)	-2	0	6	9	-0.5	0	-15	-1	-4	-3
CC(C)C(NC(=O)OCc1ccccc1)C(=O)N1CCOCCOCCOCC1 (stereo unspecified)	0	0	1	2	-0.2	-1	0	1	0	-4
COCCN1Cc2cc(C(=O)OC)c3c(c2C1=O)c1cc(OC)ccc1n3S(=O)(=O)c1ccc(F)cc1	-50	-64	-4	-3	-1.9	-4	0	-5	2	1
CCCN(c1ccccc1F)S(=O)(=O)c1c[nH]c(C(=O)OC)c1	0	-6	-3	-2	0.2	0	-4	2	5	2
CC(C)CC(OC(=O)c1nsc(Cl)c1Cl)C(=O)NCC1CCCO1 (stereo unspecified)	1	4	-10	1	0.0	-3	-2	3	0	4
CN(c1ccccc1C(=O)O)S(C)(=O)=O	1	-4	-2	0	0.5	-1	5	4	1	-3
Cc1ccc(S(=O)(=O)N2CC=C(C(=O)NCc3ccccc3)CC2)cc1	3	2	2	-5	-0.3	-2	-4	2	-5	9
CCOC(=O)CC1(O)CSc2nc(N)cc(=O)n21 (stereo unspecified)	-2	-3	-6	-1	0.7	2	4	0	-2	-1
COc1ccc(OC)c(-n2c(-c3cccc(O)c3)n[nH]c2=S)c1	-3	-2	-2	-1	-0.3	-4	2	-1	-5	9
CCC(=O)NCC(c1cccs1)S(=O)(=O)c1ccc(C)cc1 (stereo unspecified)	9	-9	-11	0	-0.7	-9	4	2	2	-3
CCCCN1CC(N2CCN(CCN(C)C)CC2)CS1(=O)=O (stereo unspecified)	-1	-2	3	6	0.2	-3	-6	0	1	4
CN(C)c1ccc(/C=N/n2c(-c3cccnc3)n[nH]c2=S)cc1	-10	-11	3	4	1.4	-4	-1	-3	0	1
O=C(Nc1ccc(F)cc1)NC1CCCCCCC1	2	-92	1	6	0.0	3	0	0	3	9
Cc1cc(Sc2nccn2C)ncc1[N+](=O)[O-]	1	1	10	1	-1.0	0	-1	-1	-4	8
O=C(NCCOc1cccnc1)C1CCC(=O)N(Cc2ccccc2F)C1 (stereo unspecified)	0	-4	7	3	0.1	-3	-6	1	-4	-1
